DNMT1 block – blocks human DNA methyltransferase DNMT1; P26358; DNMT1 molecular beacon, Hinp1I cleavage, fluorescence; inhibition (reported as % activation of signal), % at 10 µM; hit rate 0.83% among 360,000; in the data active = inhibition above about 50%
STEP inh – inhibitors of human striatal-enriched phosphatase STEP; inhibition, % at 20 µM; hit rate 0.25% among 360,000; recombinant STEP, OMFP fluorogenic substrate, fluorescence;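 active = inhibition at 20 µM, scaled per plate between control wells, above about 37%, limit read from the data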;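 also: 0% = DMSO with enzyme and substrate and 100% = substrate only without enzyme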
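System: STEP (striatal-enriched tyrosine phosphatase) enzyme, cell-free; medium: Bis-Tris pH 6.0 buffer with DTT, detergent; dosing: 20 µM, 1% DMSO; times: reaction 20 min, ambient temperature; detection: fluorescence, 480/540 nm; read-out basis: normalized % inhibition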
MsrA inhibitor – inhibits bovine methionine sulfoxide reductase A; hit rate 0.75% among 360,000; purified bovine MsrA, absorbance read-out; inhibition, % at 15.5 µM; in the data active = inhibition above about 4.5%;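 also: 0% = vehicle wells with enzyme and 100% = reference inhibitor wells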
SUMO1 PPI mod – SUMO1-SIM interaction modulation; AID 602429; inhibition, % at 20 µM; P63165; hit rate 0.33% among 360,000; SUMO1 binding to a labelled peptide, TR-FRET, 1 h; in the data active = inhibition above about 37%
Target sequence (P63165 whole entry, looked up): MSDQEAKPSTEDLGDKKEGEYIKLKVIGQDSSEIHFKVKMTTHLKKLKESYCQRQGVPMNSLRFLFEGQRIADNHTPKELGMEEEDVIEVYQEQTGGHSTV
Tb MetRS inh – Trypanosoma brucei MetRS inhibition; purified T. brucei MetRS, ATP depletion, Kinase-Glo luminescence; inhibition, % at 11.9 µM; hit rate 0.4% among 360,000; AID 624268;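 active = inhibition above a per-plate cutoff of the control wells' mean inhibition plus 3 SD, cut at about 5.5% in these data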;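 also: 0% = DMSO wells median and 100% = median of wells with control inhibitor compound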
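Dosing: 11.9 µM compound single dose, 0.9% DMSO; Assay system: purified T. brucei MetRS enzyme; Measured by: Kinase-Glo luciferase luminescence reporting remaining unconsumed ATP; Schedule: 15 min plus 2 h at 25 °C.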
CSN deneddyl inh – blocks human CSN-mediated cullin deneddylation; hit rate 0.38% among 360,000; Purified CSN, SCF-Nedd8-OG deneddylation, fluorescence polarization; Q92905; inhibition, % at 12.5 µM;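 active = pattern-corrected inhibition above about 35%, with an unprinted fluorescence ratio check between 0.5 and 1.5, limit read from the data, passing the limit was not always enough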;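 also: 0% = enzyme with substrate and 100% = substrate without enzyme; some results filed as inactive read as strong as hits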
Target sequence (Q92905 whole entry, looked up, one chain of several): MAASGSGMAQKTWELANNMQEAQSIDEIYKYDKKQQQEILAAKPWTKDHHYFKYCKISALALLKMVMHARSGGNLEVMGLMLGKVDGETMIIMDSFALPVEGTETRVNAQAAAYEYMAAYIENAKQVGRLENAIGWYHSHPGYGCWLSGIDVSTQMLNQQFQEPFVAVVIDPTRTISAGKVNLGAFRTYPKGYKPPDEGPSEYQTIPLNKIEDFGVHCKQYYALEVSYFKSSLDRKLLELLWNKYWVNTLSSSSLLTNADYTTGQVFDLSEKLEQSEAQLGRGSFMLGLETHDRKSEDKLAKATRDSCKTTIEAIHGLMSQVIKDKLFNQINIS
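Test system: purified human Csn5 enzyme expressed in HEK293T cells. Amount: 0.24 nM enzyme. Reagent: SCFSkp2-Nedd8OG substrate at 10 nM final. Schedule: 90 min incubation of compound, enzyme and substrate at room temperature. Detection: fluorescence polarization. Read-out: % inhibition of substrate cleavage by Csn5.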
Scp1 inh – Scp-1 (human) phosphatase inhibition. Q9GZU7. hit rate 0.88% among 340,000. inhibition, % at 20 µM. Recombinant Scp1, phosphopeptide, malachite green phosphate absorbance;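 active = inhibition above about 50% at 20 µM, limit read from the data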;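 also: plate controls were DMSO wells with enzyme for no effect and wells lacking enzyme for full effect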
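Test system – truncated SCP-1 phosphatase (76-261aa) · Reagent – Phosphorylated 17-residue peptide substrate · Incubation – 45 min room-temperature reaction, 5 min colour, 30 min stabiliser · Detection – colorimetric phosphate reagent with accelerator and stabiliser, absorbance at 630 nm · Measure – % inhibition at 20 µM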
NadD inh – inhibitors of Staphylococcus aureus NadD | hit rate 0.78% among 360,000 | inhibition, % at 20 µM | purified NadD enzyme, colorimetric absorbance read-out | AID 602399; in the data active = inhibition above about 26%; also: some compounds past the cut are filed as inactive
LMPTP block – blocks human LMPTP phosphatase. hit rate 0.22% among 360,000. recombinant LMPTP-A, OMFP fluorogenic substrate, fluorescence intensity. inhibition, % at 20 µM. P24666. AID 651560;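 active = compounds that cut the enzyme signal by at least half of the control window in the single-dose screen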;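 also: plate controls were DMSO wells with enzyme plus substrate for no effect and substrate without enzyme for full effect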
Target sequence (P24666 whole entry, looked up): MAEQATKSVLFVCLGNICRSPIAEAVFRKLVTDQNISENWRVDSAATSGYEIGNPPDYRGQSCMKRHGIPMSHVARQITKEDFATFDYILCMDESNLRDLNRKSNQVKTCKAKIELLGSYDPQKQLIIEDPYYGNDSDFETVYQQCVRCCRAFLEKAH
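Buffer or medium: Bis-Tris pH 6.0, DTT, detergent; Assay system: LMPTP-A enzyme; Quantity: 0.625 nM enzyme; Detection: endpoint fluorescence intensity; Times: 50 min dark incubation at room temperature; Controls: substrate-only low control, DMSO enzyme-plus-substrate high control; Doses: single 20 µM dose; Read-out: percent inhibition versus substrate-only and uninhibited controls; Reagent: 400 µM OMFP.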
Rpn11 block – Rpn11 (human) deubiquitinase inhibition. O00487. human 26S proteasome, Ub4-pepOG fluorescence polarization; 20S core pre-blocked with epoxomicin. calls only at 20 µM. hit rate 0.59% among 360,000;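 active = inhibition at 20 µM, scaled to each plate's controls, above about 33%, limit read from the data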
Target sequence (O00487 whole entry, looked up): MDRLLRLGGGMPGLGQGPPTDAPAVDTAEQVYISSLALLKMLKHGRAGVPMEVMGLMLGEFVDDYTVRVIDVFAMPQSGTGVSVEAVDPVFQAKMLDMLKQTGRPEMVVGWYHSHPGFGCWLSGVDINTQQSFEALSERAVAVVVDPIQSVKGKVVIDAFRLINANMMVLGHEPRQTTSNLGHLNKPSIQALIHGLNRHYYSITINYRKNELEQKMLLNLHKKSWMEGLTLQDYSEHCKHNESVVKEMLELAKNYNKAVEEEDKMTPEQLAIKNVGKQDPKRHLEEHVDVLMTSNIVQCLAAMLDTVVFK
* hit, by the source's call; i = inactive; . = no result given.

SMILES | DNMT1 block | STEP inh | MsrA inhibitor | SUMO1 PPI mod | Tb MetRS inh | CSN deneddyl inh | Scp1 inh | NadD inh | LMPTP block | Rpn11 block
Cc1nn(C)c(C(=O)Sc2ccccc2)c1[N+](=O)[O-] | -4 | 0 | -0.3 | -3 | 0.2 | 0 | -1 | 0 | -1.7 | i
CC(C)C1C(=O)N(Cc2cn(CC3CCCCC3)nn2)CCS(=O)(=O)N1Cc1ccc(-c2cccc(CO)c2)cc1 (configuration not stated) | -24 | 0 | 0.2 | 2 | -0.2 | 0 | . | 7 | 4.1 | i
COc1ccc2[nH]c(=O)c(-c3nnn(-c4ccccc4)n3)cc2c1 | -8 | 0 | 1.3 | -18 | -0.3 | 7 | -5 | 1 | 1.3 | i
COC(=O)C(C)(N)Cc1ccc(O)cc1 (configuration not stated) | 0 | 3 | -0.8 | 1 | -0.6 | 0 | -9 | 1 | -1.7 | i
CCOC(=O)c1[nH]nc(-c2cc(CC)c(O)cc2O)c1-c1cscn1 | -1 | 2 | 0.6 | -1 | -0.3 | -2 | -4 | -1 | -5.1 | i
Fc1ccc(NC(=S)NCc2cccs2)cc1 | 3 | -1 | 0.3 | -1 | -0.9 | -6 | -1 | 4 | 2.2 | i
COc1ccc(OCCNC(=O)Nc2cc(F)c(F)cc2Cl)cc1 | -1 | -4 | -0.6 | 0 | 0.5 | -2 | -12 | -2 | 1.7 | i
Cc1ccc(CN2C3=NCCCN3c3ccccc32)cc1 | 6 | -3 | 0.8 | 0 | 0.4 | 9 | 0 | -4 | 0.2 | i
COc1ccc(NC(=O)C2(C)CCN2Cc2ccc(OC(C)C)cc2)cc1OC (configuration not stated) | 3 | -1 | 0.4 | -2 | -0.3 | -3 | . | 3 | -1.7 | i
COc1ccc(Nc2ccncc2[N+](=O)[O-])cc1 | -3 | 0 | -0.1 | -25 | -0.2 | 15 | -9 | -6 | -0.1 | i
COC(=O)C1CC2=C(CCC2=O)N(c2ccccc2)C1=O (configuration not stated) | 4 | -2 | 2.6 | -1 | 0.2 | -5 | 0 | 2 | -1.6 | i
Cc1ccc2c(C(=O)CN3CCC4(CC3)OCCO4)c(C)[nH]c2c1 | -11 | 0 | 0.7 | -2 | -0.1 | -3 | -4 | 2 | 2.4 | i
Cc1ccccc1NC(=O)c1nnn(-c2ccc3c(c2)OCCO3)c1N | 2 | 0 | -0.5 | -6 | -1.3 | 4 | -7 | -1 | 0.0 | i
O=C(COC(=O)Cc1cccs1)Nc1ccccc1Cl | 2 | 2 | 1.3 | 5 | -0.6 | -4 | 4 | -3 | -0.9 | i
Cc1cc[n+](-c2[nH]c(=O)sc2/C=N/N=C(\[O-])c2ccccc2)cc1 | 4 | 0 | 5.0* | 13 | -0.1 | -5 | 5 | -5 | 48 | i
COC(=O)c1nn(-c2ccccc2)c(-c2ccccc2)c1C(=O)c1ccccc1 | -1 | -1 | 0.1 | -3 | -0.1 | -4 | -15 | -4 | 1.6 | i
OCc1cn(-c2ccccc2)nc1-c1cc2ccccc2o1 | -1 | 0 | 0.3 | -4 | -0.6 | 5 | -31 | -9 | 1.3 | i
COC(=O)c1[nH]c2c(c1C)C(=O)CC(c1cc(OC)c(OC)c(OC)c1)C2 (configuration not stated) | 0 | 2 | -0.9 | -2 | -1.3 | 3 | -8 | -6 | 0.2 | i
CC(C)(C)c1ccc(OCC(=O)NN2Cc3ccccc3C2=N)cc1 | 2 | 4 | 1.5 | 3 | -0.7 | 6 | 3 | -5 | -0.3 | i
CCC1Cc2c(nc(N)c3c(N)nc(N4CCOCC4)c(C#N)c23)O1 (configuration not stated) | -19 | 1 | 2.1 | 16 | -1.2 | -4 | -2 | -3 | -1.7 | i

Pulled by compound from above, 2 records:
SMILES | DNMT1 block | STEP inh | MsrA inhibitor | SUMO1 PPI mod | Tb MetRS inh | CSN deneddyl inh | Scp1 inh | NadD inh | LMPTP block | Rpn11 block
Cc1nn(C)c(C(=O)Sc2ccccc2)c1[N+](=O)[O-] | -4 | 0 | -0.3 | -3 | 0.2 | 0 | -1 | 0 | -1.7 | i
COc1ccc(Nc2ccncc2[N+](=O)[O-])cc1 | -3 | 0 | -0.1 | -25 | -0.2 | 15 | -9 | -6 | -0.1 | i

Back to the main list; the 5 compounds before the break are reprinted first.
SMILES | DNMT1 block | STEP inh | MsrA inhibitor | SUMO1 PPI mod | Tb MetRS inh | CSN deneddyl inh | Scp1 inh | NadD inh | LMPTP block | Rpn11 block
COC(=O)c1nn(-c2ccccc2)c(-c2ccccc2)c1C(=O)c1ccccc1 | -1 | -1 | 0.1 | -3 | -0.1 | -4 | -15 | -4 | 1.6 | i
OCc1cn(-c2ccccc2)nc1-c1cc2ccccc2o1 | -1 | 0 | 0.3 | -4 | -0.6 | 5 | -31 | -9 | 1.3 | i
COC(=O)c1[nH]c2c(c1C)C(=O)CC(c1cc(OC)c(OC)c(OC)c1)C2 (configuration not stated) | 0 | 2 | -0.9 | -2 | -1.3 | 3 | -8 | -6 | 0.2 | i
CC(C)(C)c1ccc(OCC(=O)NN2Cc3ccccc3C2=N)cc1 | 2 | 4 | 1.5 | 3 | -0.7 | 6 | 3 | -5 | -0.3 | i
CCC1Cc2c(nc(N)c3c(N)nc(N4CCOCC4)c(C#N)c23)O1 (configuration not stated) | -19 | 1 | 2.1 | 16 | -1.2 | -4 | -2 | -3 | -1.7 | i
CC(=O)Oc1cc2oc(=O)cc(C)c2cc1Cl | -1 | 0 | 2.2 | -1 | -0.9 | 1 | -20 | -1 | -5.8 | i
CN(C(=O)COC(=O)c1cc(S(=O)(=O)N2CCOCC2)ccc1F)C1CCS(=O)(=O)C1 (configuration not stated) | 8 | 0 | -0.2 | 7 | 0.1 | 3 | 6 | -1 | -0.5 | i
CN(C(=O)c1cccc(NC(=O)Cc2ccc(NC(=O)C3CCN(S(=O)(=O)c4cccc([N+](=O)[O-])c4)CC3)cc2)c1)C1CCCCC1 | -14 | 2 | 0.5 | -9 | -0.9 | -2 | -11 | 26 | -0.4 | i
COc1ccc(OC)c(Cc2nnc(CCC(=O)NCc3nc4ccccc4s3)o2)c1 | -3 | 1 | -1.5 | 3 | -0.3 | 5 | 63* | -7 | -0.1 | i
O=C(NCCN1C(=O)S/C(=C\c2cccnc2)C1=O)c1ccc(S(=O)(=O)N2CCCC2)cc1 | -6 | -3 | 2.4 | -28 | -0.7 | 2 | -11 | -1 | -0.5 | i
CCOc1ccc(NC(=O)Nc2nc(SCC)ns2)cc1 | -32 | 2 | -0.8 | 3 | -1.2 | 3 | -5 | 5 | 1.3 | i
O=C(O)c1ccc(COc2c(F)c(F)c(F)c(F)c2F)o1 | 56* | 8 | 1.1 | 0 | -0.1 | 15 | 57* | -2 | -1.4 | i
Cc1ccc(-c2nnc3c4ccccc4c(C)nn23)cc1S(=O)(=O)N1CCN(C)CC1 | -2 | -1 | -1.0 | 1 | 0.2 | 0 | -2 | -7 | 1.0 | i
Cc1ccc(NS(=O)(=O)c2ccc3c(c2)NC(=O)CO3)cc1 | 5 | -3 | 0.3 | 1 | -0.4 | 4 | 11 | 3 | 1.6 | i
Cc1ccc2nc(C)c3c(c2c1)N(c1ccc(F)cc1)CC3 | 9 | 0 | 1.7 | -16 | -0.4 | -4 | 3 | -4 | 4.9 | i
CCc1noc(C)c1C(=O)N1CCN(S(=O)(=O)c2ccc(Cl)s2)CC1 | 3 | 0 | -0.4 | 5 | -0.3 | 0 | -8 | 8 | 0.0 | i
COc1cccc(NS(=O)(=O)c2cc(C)ccc2OC)c1 | 2 | 3 | -0.8 | 1 | -0.2 | -3 | -7 | 0 | 1.6 | i
COCCNC(=O)COc1ccc(C)cc1C(=O)c1cc(C#N)c(=O)n(C2CC2)c1 | 6 | -2 | 1.4 | 1 | -0.3 | -2 | -4 | -1 | -1.3 | i
O=C(COc1ccc(C(=O)c2ccccc2)cc1)NC1CCCCC1 | -2 | 0 | -1.0 | 3 | 0.5 | 2 | -8 | -2 | -0.4 | i
Cc1[nH]nc(SCC(=O)N(C)c2ccccc2)c1[N+](=O)[O-] | 0 | 0 | -0.1 | -7 | 0.3 | -5 | -3 | -3 | -0.6 | i
CCn1c(NC(=O)c2ccc(F)cc2)c2ccccc2nc1=O | -3 | 0 | -0.3 | 4 | -0.5 | -5 | 3 | 1 | 1.2 | i
CN(C)Cc1csc(Nc2ccc(C(F)(F)F)cn2)n1 | -3 | 0 | -0.3 | 0 | -0.1 | 2 | . | 2 | -1.4 | i
Cc1ccc2c(c1)C1(OCCCO1)C(=O)N2CC#N | 1 | -4 | 0.7 | 3 | -1.5 | 3 | 5 | 3 | -0.5 | i
COc1cccc(N=CC2=C(O)CC(C)(C)CC2=O)c1 | 4 | -1 | 6.2* | -7 | -0.5 | -17 | -3 | -2 | -0.4 | i
CSc1ccccc1NC(=O)Nc1ccccc1 | 2 | 0 | 0.7 | -1 | -0.2 | 2 | -8 | -8 | -0.1 | i
Cc1ccc(NC(=O)CNc2ccc(Cl)c(Cl)c2)cc1S(=O)(=O)N(C)C | -18 | -3 | -0.8 | 6 | -0.1 | 5 | -4 | -4 | 2.8 | i
COc1ccc(C(=O)CCC(=O)Nc2ccc(Cl)cc2)cc1 | -1 | -1 | 0.3 | 0 | 1.6 | -1 | -9 | -5 | 1.5 | i
Cc1cc([N+](=O)[O-])nn1CC(=O)NCCc1c[nH]c2ccccc12 | 0 | -2 | 0.9 | -7 | -1.1 | -3 | 2 | -7 | -0.4 | i
O=[N+]([O-])c1ccc2nc(CCCc3nc4ccc([N+](=O)[O-])cc4[nH]3)[nH]c2c1 | -4 | -1 | 1.5 | -17 | 3.1 | -1 | -1 | 4 | 0.4 | i
Cc1ccc(C(O)P(=O)(OCCC(C)C)c2ccc(N(C)C)cc2)cc1 (configuration not stated) | 1 | -2 | 0.5 | -4 | -0.2 | -1 | 5 | 1 | 0.9 | i
Cc1oc(-c2ccc(F)cc2)nc1CN1CCCC(C(=O)N2CCOCC2)C1 (configuration not stated) | -1 | -3 | 0.3 | -4 | -0.5 | 2 | -1 | -5 | -1.7 | i
COc1ccc(-c2nnc(SC(C)C(=O)Nc3nccs3)n2-c2ccccc2)cc1OC (configuration not stated) | 1 | 1 | -0.4 | -1 | 0.4 | 4 | -8 | 7 | 0.1 | i
NNC(=O)c1cc(-c2ccc(N)cc2)nc2ccc(Br)cc12 | -12 | 0 | 1.6 | -20 | 0.3 | 5 | -2 | 5 | -0.6 | i
Cc1c(C(=O)N(C)Cc2ccccc2)oc2ccc(S(=O)(=O)N3CCCC3)cc12 | -1 | 0 | -1.3 | 3 | 0.5 | -1 | -5 | 1 | 1.3 | i

Assay outcomes from PubChem BioAssay.
